Source: PubChem
RAM network inh – inhibitors of the yeast RAM network; S. cerevisiae dse1pr::URA3 reporter, 5-FOA growth OD615, 2 d; analog-sensitive cbk1-as2 kinase mutant strain; inhibition, % at 50 µM; 190,000 compounds, 1.8% hits; AID 868;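 active = inhibition above a set limit, 3 SD over mean compound inhibition, cut at about 8.4% in these data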;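 also: 0% = DMSO-only wells with no growth and 100% = 10 µM 1-NA-PP1 full growth; inhibition rescues growth on 5-FOA so higher OD means more RAM inhibition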
PPARg SRC-1 ag – agonists of human PPARgamma SRC-1 coactivator recruitment; activation, % at 8 µM; P37231; PPARgamma-SRC-1 coactivator recruitment biochemical assay; 200,000 compounds, 0.41% hits; in the data active = activation above about 19%;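 also: 0% = DMSO and 100% = reference agonist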
Target sequence (P37231 whole entry, looked up): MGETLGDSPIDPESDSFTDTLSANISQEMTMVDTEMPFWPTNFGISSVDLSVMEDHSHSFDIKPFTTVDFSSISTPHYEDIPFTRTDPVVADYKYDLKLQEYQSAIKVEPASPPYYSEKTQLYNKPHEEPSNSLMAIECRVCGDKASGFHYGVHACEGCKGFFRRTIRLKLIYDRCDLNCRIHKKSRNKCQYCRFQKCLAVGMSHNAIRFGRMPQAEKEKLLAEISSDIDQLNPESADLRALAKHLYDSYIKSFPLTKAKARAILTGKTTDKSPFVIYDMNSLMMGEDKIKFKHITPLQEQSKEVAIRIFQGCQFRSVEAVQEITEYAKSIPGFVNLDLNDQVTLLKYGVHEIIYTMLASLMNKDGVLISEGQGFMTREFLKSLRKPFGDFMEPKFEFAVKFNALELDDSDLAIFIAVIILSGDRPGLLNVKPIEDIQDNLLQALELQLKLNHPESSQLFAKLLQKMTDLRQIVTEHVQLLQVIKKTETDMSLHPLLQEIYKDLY
bIAP inhibitor – intestinal alkaline phosphatase (bovine) inhibition; purified bovine IAP, CDP-star luminescence, 30 min; inhibition, % at 20 µM; 190,000 tested, under 10 active; AID 1019;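 active = over 50% inhibition of intestinal alkaline phosphatase at 20 µM in the single-dose screen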
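System: purified bovine intestinal alkaline phosphatase (IAP) enzyme; Input: IAP diluted 1/65,000,000 in the well; Measured by: CDP-star luminescence signal; Compound dosing: 20 µM single dose; Incubation: 30 min reaction at room temperature.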
S1P3 antag – blocks the human S1P3 receptor. 170,000 compounds, 0.27% hits. Q99500. CHO S1P3 NFAT-BLA reporter, FRET fluorescence, antagonist mode. inhibition, % at 4.98 µM. AID 485;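 active = inhibition above the plate cutoff, the mean inhibition of test wells on that plate plus 3 SD, cut at about 28% in these data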;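 also: cells challenged with S1P at its EC80 of 0.8 µM; blue over green emission ratio from cleaved BLA substrate after 4 h stimulation; 0% = S1P-stimulated wells and 100% = unstimulated DMSO-only wells; some compounds past the cut are filed as inactive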
PPARg SRC-3 ag – agonists of human PPARgamma SRC-3 coactivator recruitment; biochemical PPARgamma/SRC-3 coactivator recruitment assay; activation, % at 8 µM; 200,000 compounds, 0.26% hits; AID 731; in the data active = activation above about 23%;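 also: 0% = DMSO and 100% = reference agonist; some compounds past the cut are filed as inactive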
ROMK mod – modulators of human ROMK potassium channel; P48048; Tet-inducible ROMK, thallium flux fluorescence; actives lie on both sides; B-score at 10 µM; 130,000 compounds, 2% hits; AID 1918;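 active = signal ratio slope over the read window, or its plate-corrected B-score, at least 3 SD from the plate mean, either direction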;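 also: B-score of the F/F0 ratio slope over 7 to 12 s after thallium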
Target sequence (P48048 whole entry, looked up): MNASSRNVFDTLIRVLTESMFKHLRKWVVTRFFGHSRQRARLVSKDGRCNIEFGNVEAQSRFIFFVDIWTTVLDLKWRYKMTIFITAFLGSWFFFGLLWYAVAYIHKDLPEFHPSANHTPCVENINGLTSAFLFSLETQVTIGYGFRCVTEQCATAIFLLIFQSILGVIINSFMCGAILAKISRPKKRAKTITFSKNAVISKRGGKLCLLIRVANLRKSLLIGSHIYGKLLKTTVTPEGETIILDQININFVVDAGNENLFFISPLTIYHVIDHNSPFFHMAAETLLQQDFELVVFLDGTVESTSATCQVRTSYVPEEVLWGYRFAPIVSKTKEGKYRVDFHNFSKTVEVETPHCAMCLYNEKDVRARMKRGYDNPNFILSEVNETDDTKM
Efa HMGR inh – blocks class II HMG-CoA reductase of Enterococcus faecalis; purified E. faecalis HMGR, NADPH absorbance 340 nm kinetic; inhibition, % at 10 µM; 190,000 compounds, 0.41% hits; AID 1066;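 active = inhibition above a set limit, the median over all tested compounds plus 3 SD, cut at about 9.5% in these data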;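 also: enzyme runs in reverse so mevalonate oxidation gives rising NADPH absorbance; 0% = complete reaction with DMSO and 100% = background rate lacking mevalonate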
PPARg SRC-2 ag – agonists of SRC-2 recruitment by human PPARgamma; PPARgamma LBD-SRC-2 recruitment, biochemical; activation, % at 8 µM; 200,000 compounds, 0.34% hits; AID 1032; in the data active = activation above about 22%;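 also: 0% = vehicle and 100% = reference agonist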
Redox H2O2 prof – compounds producing H2O2 with reducing agent – biochemical, NIH compound library profiling, artefact control for MLSCN library redox annotation, primary screen; DTT-dependent redox cycling H2O2, phenol red/HRP absorbance; 100% = 100 µM peroxide control, 0% = buffer; activation, % at 10 µM; 200,000 compounds, 0.03% hits;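 active = activation of at least 50% relative to the plate's high and low controls in the primary single-dose screen; inactive = activation below 50%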;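 also: compound incubated with DTT at 0.8 mM final as the reducing agent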
Lmaj promast – inhibitors of Leishmania major promastigote growth | Leishmania major promastigotes, resazurin fluorescence viability | inhibition, % at 10 µM | 200,000 compounds, 9% hits; in the data active = inhibition above about 50%;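 also: promastigotes grown with compound for 44 hours at 28 °C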
TR-FRET SRC-2 ct – counter-screen for PPARgamma SRC-2 recruitment agonists: TR-FRET artefact | active compounds read high | TR-FRET ratio at 8 µM | 200,000 compounds, 0.4% hits | AID 1049; in the data active = TR-FRET ratio above about 2000; also: inactives centre near 1500; reference of the scale not given here
Active calls of the source: *; / = no result given. This is a random part of the collection; any-hit rate near 13%.

Order of results – ROMK mod	TR-FRET SRC-2 ct	S1P3 antag	Redox H2O2 prof	PPARg SRC-2 ag	Lmaj promast	PPARg SRC-3 ag	Efa HMGR inh	RAM network inh	PPARg SRC-1 ag	bIAP inhibitor
COc1ccc(CCN(Cc2cccs2)S(=O)(=O)c2ccc(C(=O)O)cc2)cc1OC
    -0.083	1630	2	0.1	-5	-7	-5	2	13*	0	3
O=C(O)c1cc(-c2cccc([N+](=O)[O-])c2)n[nH]1
    0.5	1595	-2	-0.3	12	-11	4	-5	1.7	4	20
Cc1cc(C)c(NC(=O)COC(=O)/C=C/c2cccc(C(F)(F)F)c2)c(C)c1
    0.2	1454	-7	0.0	-4	-5	-3	0	1.2	-3	4
O=C(NNC(=O)c1cc(-c2ccccc2)nc2ccccc12)Nc1cccc(Cl)c1
    1.4	1577	/	0.1	3	99*	-1	0	6.5	-4	-7
O=C(c1cccc([N+](=O)[O-])c1)c1ccc2c(c1)C(=O)N(c1c[nH]c(=O)[nH]c1=O)C2=O
    0.2	1470	-14	-0.4	-4	-5	-6	-6	2.0	-1	1
CN(CCNC(=O)c1cc2c(=O)n(C)c3ccccc3c2n1C)Cc1ccccc1
    /	1451	2	0.3	-2	69*	5	-4	-0.6	-4	-22
Brc1ccc(Cn2c(-c3ccc(Br)o3)nc3ccccc32)o1
    -0.58	1550	3	1.1	-1	23	4	1	13*	4	-2
Cc1cccc(OCCn2c(=O)n(C)c3ccccc32)c1
    /	1526	-15	-1.0	0	-4	-3	-7	-0.8	2	-5
COc1ccc(/C=C/C(=O)Oc2cccc(/C=N/NC(=O)COc3c(C)cccc3C)c2)cc1
    /	1534	/	1.9	-2	5	1	-8	3.4	2	-6
O=C(CN1CCN(S(=O)(=O)c2ccc(Br)cc2)CC1)Nc1ccc(F)cc1F
    /	1601	6	0.2	4	-5	4	-2	0.5	7	-2
COc1ccc(N2CCN(C(=O)c3cccnc3SCc3cccc(Br)c3)CC2)cc1
    -0.12	1614	15	-1.1	4	6	4	-3	6.3	-4	-6
Cc1ccc(NC(=O)CSc2nc(N)c3cc4c(nc3n2)CCCC4)cc1
    /	1483	11	0.9	1	93*	11	-2	6.8	-1	18
BrC(=C\c1ccccc1)/C=N/Nc1nc(N2CCOCC2)nc(N2CCOCC2)n1
    -0.3	1481	-15	-0.2	9	86*	5	-2	-1.0	3	28
COc1ccc(-c2nc(C)c(C(C)=O)n2O)cc1OC
    /	1401	13	0.3	15	13	3	-1	0.0	9	6
O=C(COC(=O)c1cccnc1SCC(=O)NCc1ccccc1)NCc1ccccc1
    /	1575	/	0.9	-1	-3	1	-2	2.0	4	12
Cn1nccc1CNC(=O)c1ccnn1C
    -0.16	1430	-4	0.1	3	-7	2	-4	0.7	4	3
COCCN(CCOC)S(=O)(=O)c1ccc(C(=O)Nc2nc(C)c(C(C)=O)s2)cc1
    /	1663	-9	-0.1	5	-1	-6	-5	4.6	7	9
CCOC(=O)C1(CC2CCCCO2)CCN(C(=O)Nc2ccccc2SC)CC1 (stereo not drawn)
    -0.61	1459	-14	0.7	-2	11	3	9	-1.3	1	-6
CCn1ncc(Br)c1C(=O)Nc1sc2c(c1C(N)=O)CCC2
    /	1511	18	1.1	10	5	6	0	1.5	-3	-9
COC(=O)c1nn(-c2ccc(OC)cc2)c(=O)cc1Oc1cccc(Cl)c1
    /	1646	/	-12	10	-7	1	-2	4.0	4	2
COc1ccc(C2C(C#N)=C(N)OC(C(C)(C)C)=C2C#N)cc1OC (stereo not drawn)
    -2.3*	1423	-2	-1.3	0	0	7	0	2.2	5	5
CC(=O)Nc1ccc(C(=S)NCCCO)cc1
    -0.031	1758	-6	-1.8	3	-7	-2	0	2.4	2	-16
CC1(C)CC2CC(C)(CN2S(=O)(=O)c2ccc(C(=O)Nc3cccc(S(=O)(=O)N4CCOCC4)c3)cc2)C1 (stereo not drawn)
    /	1511	3	-0.1	5	99*	-1	-4	5.1	-7	-5
O=C1c2cc(N3CCCC3)c([N+](=O)[O-])cc2C(=O)N1c1ccccc1
    -0.24	1428	-8	0.4	7	60*	-1	-1	5.7	-4	-17
COc1ccc(NC(=S)SC)cc1OC
    /	1563	-1	/	-7	80*	-3	0	0.3	-10	-7
Cc1snc(SCC(=O)c2ccc([N+](=O)[O-])cc2)c1C#N
    0.87	1592	-9	-0.7	6	4	8	-2	2.8	-2	5
COc1ccccc1NC(=O)c1sc2ncn(Cc3cccc4ccccc34)c(=O)c2c1C
    -0.9	1690	-13	0.2	-4	0	1	-4	7.2	5	26
COC(=O)C1=C(N)Oc2cc(C)n(Cc3cccnc3)c(=O)c2C1c1cc(OC)ccc1OC (stereo not drawn)
    0.14	1470	-6	2.1	-11	-7	0	-4	1.9	5	-2
O=C(N/N=C/c1cc([N+](=O)[O-])ccc1Cl)c1cnccn1
    -0.026	1439	-10	-0.5	-2	12	0	-2	2.0	5	13
Cc1nn(CC(=O)Nc2ccc3c(c2)nc(CN2CCCCC2)n3C)c(=O)c2ccccc12
    /	1757	-38	0.9	10	-1	13	-2	0.7	6	-1
Cc1ncccc1C(=O)N1CCCC(CNC(=O)C2(c3ccc(Cl)cc3)CC2)C1 (stereo not drawn)
    0.31	1568	-5	-0.9	0	-8	2	-1	-0.1	5	-5
Cc1cc(=O)oc2cc(NC(=O)c3cc4ccccc4o3)ccc12
    0.14	1584	/	-1.1	4	4	4	-5	2.1	5	11
CCOP(=O)(OCC)C(Nc1ccccc1)c1ccco1 (stereo not drawn)
    0.45	1498	-11	-0.3	7	-1	1	-3	-0.4	2	4
Cc1cccc(NC(=O)Cn2c(=O)n(Cc3ccco3)c(=N)c3c4c(sc32)COC(C)(C)C4)c1
    /	1511	-5	-1.1	2	28	5	-12	-0.7	-2	2
CC(=O)NCC(=O)OCN1C(=O)c2ccccc2C1=O
    -0.3	1256	/	0.6	1	5	-12	-4	-0.3	-2	1
CCCNc1nc(Cl)nc(NC(C)(C)C)n1
    -3.8*	1644	-15	1.0	0	6	1	0	0.4	0	-3
COc1cc(/C=C2/NC(=O)NC2=O)cc(Br)c1OCc1ccccc1
    0.94	1320	-5	0.3	-4	-1	0	-6	2.1	-5	-2
Cc1cc(C)nc(N(C#N)Cc2cccc(Cl)c2)n1
    0.044	1569	2	-0.2	6	2	0	-1	0.9	4	0
C=C(C)CSc1nc2nc(C)cc(C)n2n1
    0.76	1786	-3	0.4	3	-4	9	-3	0.8	1	8
O=C(O)CN1CCCCCC1=O
    0.35	1610	-12	-0.9	11	-1	-1	4	-0.6	6	-6
Cc1oc(-c2cccs2)nc1CS(=O)CC(=O)NC1CCCCCC1 (stereo not drawn)
    /	1561	-44	-2.9	-1	-4	-4	-3	-0.3	4	-2
CCn1c(CCn2ccnc2C)n[nH]c1=S
    /	1453	6	0.0	-2	-4	3	-1	1.2	2	10
CC1CCCN(S(=O)(=O)c2ccc(NC(=O)Cn3nnc(-c4ccccc4F)n3)cc2)C1 (stereo not drawn)
    0.13	1518	-6	-0.2	-5	46	4	-7	0.6	-2	16
N/C(=N\OC(=O)/C=C/c1ccccc1)c1ccccn1
    0.48	1743	11	-2.0	-1	2	1	5	-0.1	6	11
COC(=O)CCC/C=C1\SC[C@@H](NC(=O)c2ccccc2)C1NC(C)=O (stereo partly drawn)
    -0.084	1654	-3	-0.4	5	-4	1	0	1.2	6	-26
Cc1nc(NC(=O)c2cccc(-c3cc4ccccc4oc3=O)c2)ccc1Br
    /	1531	-4	0.6	6	-9	3	-1	0.4	2	22
COc1ccc(N2CCN(S(C)(=O)=O)CC2)cc1
    -0.0095	1366	/	-0.6	4	-3	11	-2	1.5	3	4
COc1ccccc1C1N(c2ccc(Cl)cc2)C(=O)C2CCCN21 (stereo not drawn)
    -1.7	1869	-4	-0.9	2	-4	-2	0	0.9	3	5
CC(=O)c1cccc(OCCN2C(=O)NC(C)(C)C2=O)c1
    /	1381	15	0.5	-6	0	3	-8	0.1	-2	-53
CC1CCCC(NC(=S)NC(=O)c2ccccc2Br)C1C (stereo not drawn)
    0.073	1443	0	0.0	3	-1	-5	1	7.8	-2	24
CC(C)(C)OC(=O)NCCCC[C@@H](C(=O)N1CCN(C(=O)OC(C)(C)C)CC1)n1cc(CCC(=O)O)nn1
    /	1448	-4	0.5	3	-5	1	0	2.3	5	-8
CSc1nnc(-c2cnccn2)n1C
    /	1610	-6	1.5	5	-7	-2	-4	1.1	-1	5

An excerpt of these results, as labelled records.
COc1ccccc1C1N(c2ccc(Cl)cc2)C(=O)C2CCCN21 (stereo not drawn)
  ROMK mod: -1.7; TR-FRET SRC-2 ct: 1869; S1P3 antag: -4; Redox H2O2 prof: -0.9; PPARg SRC-2 ag: 2; Lmaj promast: -4; PPARg SRC-3 ag: -2; Efa HMGR inh: 0; RAM network inh: 0.9; PPARg SRC-1 ag: 3; bIAP inhibitor: 5
CC(=O)c1cccc(OCCN2C(=O)NC(C)(C)C2=O)c1
  ROMK mod: /; TR-FRET SRC-2 ct: 1381; S1P3 antag: 15; Redox H2O2 prof: 0.5; PPARg SRC-2 ag: -6; Lmaj promast: 0; PPARg SRC-3 ag: 3; Efa HMGR inh: -8; RAM network inh: 0.1; PPARg SRC-1 ag: -2; bIAP inhibitor: -53

A few values from the entries so far.
`Cc1ncccc1C(=O)N1CCCC(CNC(=O)C2(c3ccc(Cl)cc3)CC2)C1` (stereo not drawn) – RAM network inh = -0.1
`CC1CCCN(S(=O)(=O)c2ccc(NC(=O)Cn3nnc(-c4ccccc4F)n3)cc2)C1` (stereo not drawn) – TR-FRET SRC-2 ct = 1518
